From PubChem
Mdm2-MdmX inh = inhibitors of human Mdm2/MdmX interaction | O15151+Q00987 | SaOS-2 split-luciferase Mdm2/MdmX complementation, luminescence | inhibition, % at 8 µM | 330,000 tested, 3% active;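 active means inhibition of at least 50% at 8 µM in the primary screen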
Target sequence (O15151 whole entry, looked up): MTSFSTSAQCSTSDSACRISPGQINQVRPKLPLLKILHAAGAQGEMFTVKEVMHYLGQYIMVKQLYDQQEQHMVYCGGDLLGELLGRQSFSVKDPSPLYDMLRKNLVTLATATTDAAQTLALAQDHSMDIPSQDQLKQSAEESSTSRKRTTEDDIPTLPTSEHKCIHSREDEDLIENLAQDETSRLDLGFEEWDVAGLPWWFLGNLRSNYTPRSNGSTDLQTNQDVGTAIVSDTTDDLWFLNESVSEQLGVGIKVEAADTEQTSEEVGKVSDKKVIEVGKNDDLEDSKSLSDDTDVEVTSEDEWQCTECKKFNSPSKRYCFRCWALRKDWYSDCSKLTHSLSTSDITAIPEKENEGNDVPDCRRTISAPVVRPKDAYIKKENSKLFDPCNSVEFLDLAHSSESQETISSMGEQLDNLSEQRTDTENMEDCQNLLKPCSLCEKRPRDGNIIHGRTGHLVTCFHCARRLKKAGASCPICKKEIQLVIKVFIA
Target sequence (Q00987 whole entry, looked up): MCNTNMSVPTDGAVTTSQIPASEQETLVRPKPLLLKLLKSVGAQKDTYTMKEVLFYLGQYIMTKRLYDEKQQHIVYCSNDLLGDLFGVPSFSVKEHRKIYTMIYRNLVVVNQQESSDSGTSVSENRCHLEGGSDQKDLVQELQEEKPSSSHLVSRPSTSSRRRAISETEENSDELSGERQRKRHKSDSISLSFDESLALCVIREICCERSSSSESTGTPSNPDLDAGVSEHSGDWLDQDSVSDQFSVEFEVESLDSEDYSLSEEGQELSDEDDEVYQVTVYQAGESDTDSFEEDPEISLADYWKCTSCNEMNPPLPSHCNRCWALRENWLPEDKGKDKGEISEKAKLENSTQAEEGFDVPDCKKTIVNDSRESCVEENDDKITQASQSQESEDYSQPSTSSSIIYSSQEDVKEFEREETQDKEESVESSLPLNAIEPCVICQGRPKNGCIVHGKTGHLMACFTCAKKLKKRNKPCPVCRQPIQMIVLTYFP
APJ agonist = activates the human apelin receptor APJ; P35414; CHO-K1 APJ PathHunter beta-arrestin, luminescence; 0% DMSO wells, 100% apelin; activation, % at 20 µM; 330,000 tested, 0.11% active;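 active means activation more than six SD over the plate average, tested at 20 µM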;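 further: 0% = DMSO alone and 100% = apelin-13 at 10 nM; some results filed as inactive read as strong as hits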
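Test system: CHO-K1 APJ beta-arrestin complementation cell line | Compound: Single test compound dose, 20 µM final, 1% DMSO | Incubation: Compound 90 min 25 °C, reagent 1 h | Measured by: beta-gal luminescence | Read-out basis: APJ–arrestin association signal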
697 NFkB inh = inhibitors of the PMA/ionomycin-induced NF-kB reporter in 697 B cells; inhibition, % at 4 µM; 330,000 tested, 0.33% active; 697 B-cell NF-kB luciferase reporter, 16 h; in the data active means inhibition above about 35%
tim23-1 inh = tim23-1 yeast growth inhibition; S. cerevisiae tim23-1 growth, BacTiter-Glo luminescence, 24 h; inhibition, % at 20 µM; 330,000 tested, 1.3% active;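 active means growth inhibition of the mutant yeast at or above 50%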;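 further: temperature-sensitive mutant grown at 25 °C; plate controls were DMSO-treated mutant yeast for no effect and medium wells lacking yeast for full effect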
APJ antagonist = APJ receptor antagonism. P35414. CHO-K1 APJ beta-arrestin complementation, luminescence. inhibition, % at 20 µM. 330,000 tested, 0.32% active;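 active means inhibition above about 40% at 20 µM, limit read from the data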;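 further: cells challenged with 10 nM apelin-13 agonist together with compound; plate controls were apelin-13 plus DMSO wells for no effect and DMSO wells lacking apelin-13 for full effect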
Jurkat NFkB inh = lowers PMA/ionomycin-induced NF-kB signal in Jurkat cells. PMA/ionomycin-induced NF-kB luciferase reporter, luminescence. inhibition, % at 4 µM. 330,000 tested, 0.53% active. AID 435003; in the data active means inhibition above about 50%
XBP1 UPR activ = adaptive UPR (XBP1) activation | 330,000 tested, 0.33% active | CHO-XBP1 luciferase reporter, IRE1-XBP1 UPR activation, luminescence; percent of tunicamycin response, DMSO as zero | AID 463104 | activation, % at 20 µM;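 active means versus positive control, 20 µM dose yields 30% or more activation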;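 further: 100% = tunicamycin at 10 µg/mL and 0% = DMSO only wells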
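incubation = overnight seeding at 37 °C, 6 h compound treatment at 37 °C | assay system = CHO-XBP1 cells stably carrying IRE1-XBP1-driven luciferase reporter | input = 1000 cells per well | detection = luciferase luminescence | dosing = single point, 20 µM final compound, 1% DMSO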
CHOP UPR activ = apoptotic UPR (CHOP) activation. AID 449763. activation, % at 10 µM. CHO-CHOP luciferase reporter, luminescence; percent of tunicamycin response over DMSO baseline. 330,000 tested, 0.34% active;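 active means at 10 µM dose, activation of 40% or more, normalized to positive control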;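 further: 100% = tunicamycin at 10 µg/mL and 0% = DMSO alone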
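Assay system: CHO-CHOP cells, stable luciferase reporter of PERK-eIF2a-CHOP signalling / Buffer or medium: F12 plus 10% serum / Compound dosing: one dose, 10 µM in 0.5% DMSO / Times: 6 h compound treatment, 37 °C / Technique: luciferase luminescence / Read-out: % reporter activation, DMSO baseline versus tunicamycin full activation / Benchmarks: tunicamycin and DMSO controls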
* hit, by the source's call.

How did CC(c1nnc(Sc2nnnn2-c2ccccc2)n1-c1ccc(F)cc1)N(C)C (stereo not given) do in these assays?
Mdm2-MdmX inh: 20; APJ agonist: 2; 697 NFkB inh: 12; tim23-1 inh: 15; APJ antagonist: -12; Jurkat NFkB inh: 6; XBP1 UPR activ: -1; CHOP UPR activ: -0.4

What do the screens show for `COc1ccc(CCNC(=O)c2cccc(S(=O)(=O)N3CCOCC3)c2)cc1OC`?
Mdm2-MdmX inh: 19; APJ agonist: -3; 697 NFkB inh: 3; tim23-1 inh: 6; APJ antagonist: -49; Jurkat NFkB inh: -9; XBP1 UPR activ: -2; CHOP UPR activ: 3.4

Results for O=C(CNc1cc(S(=O)(=O)N2CCCC2)ccc1OCC(F)(F)F)Nc1cccc(C(F)(F)F)c1 ?
Mdm2-MdmX inh: 4; APJ agonist: 2; 697 NFkB inh: -25; tim23-1 inh: 11; APJ antagonist: -24; Jurkat NFkB inh: 14; XBP1 UPR activ: -2; CHOP UPR activ: 1.8

What do the screens show for `CCCCNc1nc2c(c(=O)n(Cc3ccccc3)c(=O)n2C)n1C`?
Mdm2-MdmX inh: 6; APJ agonist: -2; 697 NFkB inh: 0; tim23-1 inh: 25; APJ antagonist: 10; Jurkat NFkB inh: 3; XBP1 UPR activ: 3; CHOP UPR activ: 2.4

What do the screens show for `CN(CC(=O)Nc1ccccc1Cl)C(=O)c1cc(C2CC2)nn1-c1ccccc1`?
Mdm2-MdmX inh: -22; APJ agonist: -3; 697 NFkB inh: -2; tim23-1 inh: 17; APJ antagonist: 4; Jurkat NFkB inh: 1; XBP1 UPR activ: -2; CHOP UPR activ: 1.3

Results for O=C(Nc1ccc(Cl)cc1C(=O)N1CCCCC1)c1ccco1 ?
Mdm2-MdmX inh: 16; APJ agonist: -2; 697 NFkB inh: 5; tim23-1 inh: 8; APJ antagonist: 10; Jurkat NFkB inh: 13; XBP1 UPR activ: -1; CHOP UPR activ: -1.4

How did CC1CCN(CCc2nc3cc(NS(=O)(=O)c4ccccc4)ccc3n2C)CC1 do in these assays?
Mdm2-MdmX inh: 36; APJ agonist: 0; 697 NFkB inh: 5; tim23-1 inh: 20; APJ antagonist: -3; Jurkat NFkB inh: 19; XBP1 UPR activ: 6; CHOP UPR activ: -0.5

Results for CN(C)C(=O)c1ccc(NC(=O)COC(=O)C2(c3ccccc3)CCCC2)cc1 ?
Mdm2-MdmX inh: 11; APJ agonist: -2; 697 NFkB inh: -23; tim23-1 inh: 23; APJ antagonist: 4; Jurkat NFkB inh: -11; XBP1 UPR activ: -3; CHOP UPR activ: 1.6

Results for COc1ccc(NC(=O)CC2C(=O)N(c3ccc(OC)cc3)C(=O)N2CCc2cccs2)cc1 (stereo not given) ?
Mdm2-MdmX inh: 5; APJ agonist: 0; 697 NFkB inh: -1; tim23-1 inh: 10; APJ antagonist: 8; Jurkat NFkB inh: -9; XBP1 UPR activ: -1; CHOP UPR activ: 1.0

How did OCC#CCSc1nnc(-c2ccncc2)o1 do in these assays?
Mdm2-MdmX inh: -19; APJ agonist: -3; 697 NFkB inh: 10; tim23-1 inh: -3; APJ antagonist: -11; Jurkat NFkB inh: 0; XBP1 UPR activ: 0; CHOP UPR activ: -0.4

How did O=C1NC(Cc2ccccc2)c2nc3ccc(F)cc3c(=O)n2-c2ccccc21 (stereo not given) do in these assays?
Mdm2-MdmX inh: -16; APJ agonist: -2; 697 NFkB inh: 2; tim23-1 inh: 21; APJ antagonist: 17; Jurkat NFkB inh: 0; XBP1 UPR activ: 1; CHOP UPR activ: 4.3

What do the screens show for `COC(=O)CCC(=O)OC1(C)C(=O)C=C2C=C(C3CC3)N(Cc3ccccc3)C=C2C1=O` (stereo not given)?
Mdm2-MdmX inh: 27; APJ agonist: 20; 697 NFkB inh: 11; tim23-1 inh: -13; APJ antagonist: -27; Jurkat NFkB inh: 1; XBP1 UPR activ: -1; CHOP UPR activ: -1.5

What do the screens show for `CCOC(=O)C1(CCOC)CCN(Cc2ccncc2)CC1`?
Mdm2-MdmX inh: -8; APJ agonist: -3; 697 NFkB inh: 9; tim23-1 inh: 12; APJ antagonist: -31; Jurkat NFkB inh: 7; XBP1 UPR activ: -5; CHOP UPR activ: -1.0

How did COc1ccccc1N1C(=O)CC(N(O)c2ccccc2)C1=O (stereo not given) do in these assays?
Mdm2-MdmX inh: 1; APJ agonist: 3; 697 NFkB inh: 9; tim23-1 inh: 6; APJ antagonist: -19; Jurkat NFkB inh: 3; XBP1 UPR activ: 5; CHOP UPR activ: 4.6

How did COc1ccc(N=C2SC(CC(=O)Nc3ccccc3F)C(=O)N2Cc2ccco2)cc1 (stereo not given) do in these assays?
Mdm2-MdmX inh: 22; APJ agonist: -3; 697 NFkB inh: 13; tim23-1 inh: 39; APJ antagonist: -1; Jurkat NFkB inh: 4; XBP1 UPR activ: -5; CHOP UPR activ: 0.0

Results for COc1ccc(NC(=O)COC(=O)CNC(=O)C2CCCCC2)cc1OC ?
Mdm2-MdmX inh: -6; APJ agonist: -1; 697 NFkB inh: 6; tim23-1 inh: 12; APJ antagonist: -3; Jurkat NFkB inh: 6; XBP1 UPR activ: -3; CHOP UPR activ: -0.5

What do the screens show for `CCn1cnc2cc(NCc3nc4ccccc4n3Cc3ccccc3)ccc21`?
Mdm2-MdmX inh: 4; APJ agonist: 4; 697 NFkB inh: -200; tim23-1 inh: 28; APJ antagonist: -10; Jurkat NFkB inh: -64; XBP1 UPR activ: -5; CHOP UPR activ: 1.4

What do the screens show for `COc1cc(NC(=O)CN2CCCCCC2)cc(OC)c1`?
Mdm2-MdmX inh: 23; APJ agonist: -2; 697 NFkB inh: -11; tim23-1 inh: 0; APJ antagonist: -10; Jurkat NFkB inh: -10; XBP1 UPR activ: -3; CHOP UPR activ: 1.2

How did CCOC(=O)c1sc(NC(=O)CCN2CCC(C)CC2)c(C(=O)OCC)c1C do in these assays?
Mdm2-MdmX inh: 10; APJ agonist: -3; 697 NFkB inh: -31; tim23-1 inh: 26; APJ antagonist: 3; Jurkat NFkB inh: 3; XBP1 UPR activ: 0; CHOP UPR activ: 0.1

What do the screens show for `C[C@H](CO)N1C[C@H](C)[C@@H](CN(C)Cc2ccc(-c3ccccc3)cc2)Oc2c(NS(=O)(=O)c3ccc(F)cc3)cccc2C1=O`?
Mdm2-MdmX inh: 28; APJ agonist: 1; 697 NFkB inh: 5; tim23-1 inh: 8; APJ antagonist: 7; Jurkat NFkB inh: 2; XBP1 UPR activ: 0; CHOP UPR activ: 2.6

How did O=C(CCNC(=O)C1CCN(S(=O)(=O)c2ccc(F)cc2)CC1)NCc1cccc(Cl)c1 do in these assays?
Mdm2-MdmX inh: 11; APJ agonist: 8; 697 NFkB inh: 8; tim23-1 inh: -3; APJ antagonist: 16; Jurkat NFkB inh: -10; XBP1 UPR activ: -3; CHOP UPR activ: -1.9

How did CCN(CC)CCNCc1ccc(Br)cc1OCC(=O)NCc1ccccc1 do in these assays?
Mdm2-MdmX inh: -1; APJ agonist: -3; 697 NFkB inh: 7; tim23-1 inh: 3; APJ antagonist: 9; Jurkat NFkB inh: -13; XBP1 UPR activ: -1; CHOP UPR activ: -0.2

Results for CCn1cc(S(=O)(=O)N2CCc3ccccc3C2)cn1 ?
Mdm2-MdmX inh: 27; APJ agonist: -8; 697 NFkB inh: -12; tim23-1 inh: 23; APJ antagonist: -3; Jurkat NFkB inh: -13; XBP1 UPR activ: -4; CHOP UPR activ: -0.4

What do the screens show for `C/C(=N\O)c1ccc2c3c([nH]c2c1)CCCC3`?
Mdm2-MdmX inh: 4; APJ agonist: -3; 697 NFkB inh: -53; tim23-1 inh: 23; APJ antagonist: -6; Jurkat NFkB inh: -36; XBP1 UPR activ: 1; CHOP UPR activ: 1.7

Results for O=C(CN1CCN(Cc2ccccc2)CC1)NCc1ccc(Cl)cc1 ?
Mdm2-MdmX inh: 10; APJ agonist: -3; 697 NFkB inh: 3; tim23-1 inh: -1; APJ antagonist: -15; Jurkat NFkB inh: 3; XBP1 UPR activ: -2; CHOP UPR activ: 0.9

How did COc1ccccc1-c1nc2cc3ccccc3cc2nc1-c1ccccc1OC do in these assays?
Mdm2-MdmX inh: 13; APJ agonist: 1; 697 NFkB inh: 0; tim23-1 inh: 14; APJ antagonist: 16; Jurkat NFkB inh: 18; XBP1 UPR activ: -2; CHOP UPR activ: 0.6

How did COc1cccc(CNC(=O)N2CCN(c3ccccc3C)CC2)c1 do in these assays?
Mdm2-MdmX inh: -20; APJ agonist: 2; 697 NFkB inh: -22; tim23-1 inh: 21; APJ antagonist: 1; Jurkat NFkB inh: -12; XBP1 UPR activ: -2; CHOP UPR activ: 0.4

What do the screens show for `COC(=O)c1nc(NC(=O)c2ccc(Cl)cc2)n[nH]1`?
Mdm2-MdmX inh: -7; APJ agonist: 1; 697 NFkB inh: 1; tim23-1 inh: 8; APJ antagonist: 16; Jurkat NFkB inh: 0; XBP1 UPR activ: 1; CHOP UPR activ: -1.1

How did COC(=O)Cc1c(O)ccn(Cc2ccccc2OC)c1=O do in these assays?
Mdm2-MdmX inh: 15; APJ agonist: -2; 697 NFkB inh: -3; tim23-1 inh: -20; APJ antagonist: 9; Jurkat NFkB inh: -1; XBP1 UPR activ: -1; CHOP UPR activ: 0.2

What do the screens show for `Cc1ccc(S(=O)(=O)n2cnc3ccccc32)c(C)c1`?
Mdm2-MdmX inh: -1; APJ agonist: -3; 697 NFkB inh: 27; tim23-1 inh: -3; APJ antagonist: -4; Jurkat NFkB inh: -2; XBP1 UPR activ: -3; CHOP UPR activ: 0.7

What do the screens show for `CCNc1nnc(CCn2nc(C)c(Br)c2C)s1`?
Mdm2-MdmX inh: -21; APJ agonist: 1; 697 NFkB inh: -10; tim23-1 inh: 11; APJ antagonist: 0; Jurkat NFkB inh: -3; XBP1 UPR activ: 0; CHOP UPR activ: 0.5

What do the screens show for `CCCCNC(=O)c1ccc2c(SCC(=O)O)c3c(nc2c1)CCCC3`?
Mdm2-MdmX inh: 8; APJ agonist: 3; 697 NFkB inh: 14; tim23-1 inh: 4; APJ antagonist: 9; Jurkat NFkB inh: 13; XBP1 UPR activ: -1; CHOP UPR activ: 2.9

Results for O=C(CCN1C(=O)/C(=C\C=C\c2ccccc2)SC1=S)Nc1ccccc1C(=O)O ?
Mdm2-MdmX inh: 7; APJ agonist: 1; 697 NFkB inh: -16; tim23-1 inh: 12; APJ antagonist: -23; Jurkat NFkB inh: 8; XBP1 UPR activ: -1; CHOP UPR activ: 2.0

Results for COc1ccc(C(=O)CSc2nc3ccc([N+](=O)[O-])cc3[nH]2)cc1 ?
Mdm2-MdmX inh: -17; APJ agonist: 0; 697 NFkB inh: -19; tim23-1 inh: 5; APJ antagonist: -2; Jurkat NFkB inh: -23; XBP1 UPR activ: -4; CHOP UPR activ: -0.6

2 compounds drawn at random from the list so far, as already listed:
How did CCN(CC)CCNCc1ccc(Br)cc1OCC(=O)NCc1ccccc1 do in these assays?
Mdm2-MdmX inh: -1; APJ agonist: -3; 697 NFkB inh: 7; tim23-1 inh: 3; APJ antagonist: 9; Jurkat NFkB inh: -13; XBP1 UPR activ: -1; CHOP UPR activ: -0.2

What do the screens show for `CCNc1nnc(CCn2nc(C)c(Br)c2C)s1`?
Mdm2-MdmX inh: -21; APJ agonist: 1; 697 NFkB inh: -10; tim23-1 inh: 11; APJ antagonist: 0; Jurkat NFkB inh: -3; XBP1 UPR activ: 0; CHOP UPR activ: 0.5
